N-glyco inh = blocks N-linked glycosylation in D54 reporter cells. reporter increase, % at 12.5 µM. 0.23% of 360,000 active. AID 588692. D54 ERlucT glycosylation luciferase reporter, 24 h; percent of 100 nM tunicamycin response;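 active means mean luciferase reporter signal, scaled so untreated is 0 and the glycosylation-blocking control 100, at or above a set limit in every replicate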;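 further: luciferase carries N-glycosylation sites so blocking glycosylation raises the light; 0% = median of neutral control wells and 100% = median of 100 nM tunicamycin wells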
ABHD5-PLIN5 inh = ABHD5-PLIN5 protein interaction inhibition; Split G. princeps luciferase complementation, luminescence, 4 h; AID 602281; inhibition, % at 4 µM; Q00G26+Q8WTS1; 0.78% of 360,000 active;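 active means inhibition above the mean inhibition across every tested compound plus 3 SD, cut at about 22% in these data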;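 further: 0% = DMSO only wells and the 100% control is not disclosed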
PDI inh = PDI (human) enzyme inhibition. inhibition, % at 10 µM. AID 588391. 0.052% of 350,000 active. PDI insulin aggregation turbidity, A650, 90 min;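 active means mean inhibition across replicates of 30% or more, whatever share of single replicates reach that level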;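 further: absorbance from insulin aggregation driven by PDI reduction with DTT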
Target sequence (P07237 whole entry, looked up): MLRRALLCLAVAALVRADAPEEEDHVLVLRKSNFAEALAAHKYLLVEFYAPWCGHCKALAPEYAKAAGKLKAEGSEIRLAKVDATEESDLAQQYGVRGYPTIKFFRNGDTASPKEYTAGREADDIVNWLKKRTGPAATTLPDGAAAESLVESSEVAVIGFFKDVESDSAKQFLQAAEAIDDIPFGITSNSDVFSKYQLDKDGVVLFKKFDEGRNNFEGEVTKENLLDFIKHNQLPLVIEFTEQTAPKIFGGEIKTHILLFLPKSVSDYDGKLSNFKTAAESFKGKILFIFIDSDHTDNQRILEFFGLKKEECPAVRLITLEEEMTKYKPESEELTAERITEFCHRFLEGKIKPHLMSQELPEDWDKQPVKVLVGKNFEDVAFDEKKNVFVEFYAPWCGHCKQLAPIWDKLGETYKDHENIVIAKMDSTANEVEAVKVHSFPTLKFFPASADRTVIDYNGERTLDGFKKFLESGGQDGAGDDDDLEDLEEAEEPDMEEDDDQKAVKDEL
H9c2 protect = modulators protecting cardiomyocytes from myocardial damage | H9c2 cardiomyocytes, H2O2 injury protection, ATPLite, 2 h | protection from H2O2 cell death, % at 20 µM | 0.63% of 360,000 active | AID 588492;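 active means compounds giving at least 50% protection of heart cells from peroxide-induced death in the single-dose screen, raw or plate-pattern-corrected value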;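 further: 0% = DMSO wells with peroxide and 100% = DMSO wells without peroxide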
Granule exo inh = blocks lytic granule exocytosis. TALL-104 LAMP-1 surface exposure, flow cytometry; cells stimulated with thapsigargin and PMA. inhibition, % at 10 µM. 0.66% of 360,000 active. AID 651702;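 active means inhibition above about 55%, limit read from the data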
MC4R antagonist = blocks human MC4R cAMP signaling. P32245. MC4R-expressing cells, MTII-stimulated cAMP, LANCE TR-FRET. inhibition, % at 6.5 µM. 0.48% of 360,000 active. AID 540295;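 active means inhibition above its plate's cutoff, the mean of tested wells on that plate plus 3 SD, cut at about 29% in these data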;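 further: 0% = Melanotan II alone and 100% = Melanotan II plus saturating MCL0020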
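System: U2OS cells stably expressing human melanocortin 4 receptor (MC4R). Reagent: Melanotan II challenge after compound preincubation. Doses: 6.5 µM. Times: 30-min compound, 1-h challenge, 1-h detection, room temperature. Measured by: TR-FRET with Eu-cAMP and labeled anti-cAMP, 671 nm. Replicates: singlicate.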
m5-HT2A agonist = activates the mouse 5-HT2A serotonin receptor. P35363. CHO-K1 mHTR2A beta-arrestin complementation, luminescence; percent of 30 µM serotonin response. activation, % at 7.6 µM. 0.66% of 360,000 active;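 active means activation above a run cutoff, the mean activation of all tested compounds plus 3 SD, cut at about 14% in these data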;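 further: 0% = plate median of compound wells and 100% = 30 µM serotonin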
Target sequence (P35363 whole entry, looked up): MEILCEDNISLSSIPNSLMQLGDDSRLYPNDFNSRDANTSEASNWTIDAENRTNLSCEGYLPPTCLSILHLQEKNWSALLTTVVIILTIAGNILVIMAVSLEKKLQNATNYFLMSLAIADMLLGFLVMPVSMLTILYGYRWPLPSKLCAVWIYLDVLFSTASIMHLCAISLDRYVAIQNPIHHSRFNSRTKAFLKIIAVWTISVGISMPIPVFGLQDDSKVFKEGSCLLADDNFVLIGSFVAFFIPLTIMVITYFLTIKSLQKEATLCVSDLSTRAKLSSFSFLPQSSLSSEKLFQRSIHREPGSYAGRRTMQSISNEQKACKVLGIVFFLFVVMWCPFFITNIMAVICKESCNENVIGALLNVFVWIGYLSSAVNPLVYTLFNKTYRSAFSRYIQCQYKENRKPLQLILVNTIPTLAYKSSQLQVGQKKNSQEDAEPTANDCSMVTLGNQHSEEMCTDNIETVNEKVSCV
MC4R barr agon = activates human MC4R beta-arrestin recruitment; P32245; U2OS MC4R beta-arrestin complementation, luminescence; percent of melanotan II response, DMSO zero; activation, % at 8.9 µM; 0.98% of 360,000 active; AID 540308;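 active means activation above a per-plate cutoff, the mean activation of sample wells on that plate plus 3 SD, cut at about 8% in these data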
ABCB6 inh MLPCN = human ABCB6 transporter inhibition | Q9NP58 | AID 602162 | fluorescence ratio to DMSO, % at 10 µM | 0.19% of 360,000 active | K562-ABCB6 porphyrin accumulation, flow cytometry, 1 h; active compounds read low;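 active means fluorescence ratio to DMSO below 75%, the collection mean minus 3 SD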;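 further: signal is porphyrin accumulated inside mitochondria; 100% equals median channel fluorescence of DMSO control wells; lower ratio means ABCB6 inhibition with less porphyrin fluorescence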
CaV13 FRET inh = Disruptors of the CACNA1D IQ motif to Ca2+-dependent inactivation inhibitor domain association, primary screening, Förster resonance energy transfer in intact living … | 0.098% of 340,000 active | HEK cells, CFP/YFP FRET ICDI-IQ, plate reader, 10 min; percent FRET-ratio fall versus neutral wells | inhibition, % at 12.3 µM;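 active means mean replicate inhibition of at least 30% and at least 1% of replicates passing that level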;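 further: 0% = median of the neutral control wells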
Starred values were filed as active, the others as inactive; . = not tested or not shown.

SMILES	N-glyco inh	ABHD5-PLIN5 inh	PDI inh	H9c2 protect	Granule exo inh	MC4R antagonist	m5-HT2A agonist	MC4R barr agon	ABCB6 inh MLPCN	CaV13 FRET inh
NNC(=O)/C(=C/c1cccs1)NC(=O)c1ccccc1Cl	2	2	7	2	-1	2	-8	-3.2	99	-18
CC1(C)CN(c2ccc(N3CC(C)(C)C3=O)cc2)C1=O	1	6	12	-10	-1	-5	-2	-2.1	104	-10
Cc1ccc(N=C2NC(=O)/C(=C/c3cccs3)S2)cc1C	1	0	2	-9	5	12	6	1.9	104	-4
O=C(NCCn1cccn1)C1CCC(=O)N(CC2CCCCC2)C1 (centres undefined)	.	-8	-10	-6	1	-1	2	-1.4	97	-10
COc1cc(C(=O)NC(CCSC)C(=O)OCc2cc([N+](=O)[O-])cc3c2OCOC3)cc(OC)c1OC (centres undefined)	0	-1	-4	3	27	-10	1	-3.8	91	-2
O=C(OCc1cn([C@H]2CN(Cc3cccs3)[C@@H](c3ccc(Cl)cc3)C[C@@H]2O)nn1)c1ccccc1	0	-2	3	-1	3	-3	-3	2.3	98	-4
Brc1ccc(-c2nnc3n2CCCCC3)cc1	0	-4	-9	-4	-2	17	4	2.3	104	.
O=c1nc2ccc(Cl)cn2c2ccc(S(=O)(=O)N3CCOCC3)cc12	3	-3	-2	5	-8	8	-2	-0.7	94	-2
Cc1cccc(NC(=O)CCS(=O)(=O)c2ccc3c(c2)NC(=O)CS3)n1	-5	3	12	1	4	15	-1	-0.8	100	-1
CCOc1ncccc1C(=O)Nc1ccc(S(=O)(=O)N2CC(C)CC(C)C2)cc1 (centres undefined)	-1	-7	-4	-11	4	13	-5	-1.2	98	-5
O=C(NCCCn1ccnc1)c1cc(-c2ccc3c(c2)OCO3)on1	-1	-1	-5	6	4	8	-6	-1.1	95	-8
CCC1=NN(C(=O)c2ccccc2Br)C(O)(c2ccc(Br)cc2)C1 (centres undefined)	-4	12	-8	0	-2	0	-3	0.7	95	-4
O=C(Cc1ccccc1)Nc1cc(Cl)ccc1Sc1ccccc1	-4	-3	22	-3	0	10	6	-0.8	103	-15
CCCOc1ccc(F)cc1-c1cc(C(=O)Nc2ccc(F)c(Cl)c2)[nH]n1	-3	-10	-8	-8	2	3	-2	2.2	90	-3
COc1ccc(C(O)c2ncc(-c3ccc4ccccc4c3)[nH]2)cc1 (centres undefined)	-1	5	13	-5	-2	12	-4	-2.4	96	-15
COc1ccc(/C=C/C(=O)c2cc(Cl)cc(Cl)c2O)c(OC)c1	11	0	-2	-18	-6	14	-4	-0.5	103	-9
COc1ccc(C(=O)CN2CCN(c3ccc(Cl)cc3)CC2)cc1OC	4	2	-2	11	7	10	-3	-1.8	96	-19
CC(=O)Nc1cc(C(=O)N2CCCC2)ccc1Sc1ccc(C)cc1	-1	2	0	3	1	12	6	-2.2	102	-8
CCOC(=O)CSc1nnnn1-c1cccc2ccccc12	0	-6	10	5	5	2	4	-0.3	91	-5
O=C1NC(Cc2c[nH]c3ccccc23)C(=O)N1Cc1ccc(CN2C(=O)NC(Cc3c[nH]c4ccccc34)C2=O)cc1 (centres undefined)	-2	21	6	9	22	-2	-2	-1.7	91	-3
COCCN=C1N[C@@H](c2ccc(Br)cc2)C(C(=O)OC)=C(C)N1Cc1ccccc1	0	20	-2	18	8	3	-10	3.2	97	-5
COCCCNS(=O)(=O)c1ccc(OC)c(Cl)c1Cl	0	1	20	-2	-7	0	-1	-1.7	103	-8
COc1ccc(/C=C(/NC(=O)c2ccccc2)C(=O)N2CCC(C)CC2)cc1	-1	-1	-1	-3	-7	0	-1	-1.1	94	-2
Cc1cc(C)cc(NC(=O)c2ccc(NC3=NC4CS(=O)(=O)CC4S3)cc2)c1 (centres undefined)	1	8	.	14	4	2	2	-1.0	95	-5
CC1=CC(C)(C)Nc2ccc(OC(=O)c3cccnc3)cc21	-1	78*	3	-11	2	-7	-2	-3.8	98	-6

Shown as a hit in ABHD5-PLIN5 inh (from the list above):
molecule	N-glyco inh	ABHD5-PLIN5 inh	PDI inh	Granule exo inh	MC4R antagonist	m5-HT2A agonist	MC4R barr agon	ABCB6 inh MLPCN	CaV13 FRET inh
CC1=CC(C)(C)Nc2ccc(OC(=O)c3cccnc3)cc21	-1	78*	3	2	-7	-2	-3.8	98	-6

Carrying on:
SMILES	N-glyco inh	ABHD5-PLIN5 inh	PDI inh	H9c2 protect	Granule exo inh	MC4R antagonist	m5-HT2A agonist	MC4R barr agon	ABCB6 inh MLPCN	CaV13 FRET inh
CCOc1ccc(CCNC(=O)CS(=O)(=O)Cc2nc(-c3ccc(OC)cc3)oc2C)cc1	2	0	-3	-5	6	3	3	0.9	90	-7
Cc1[nH]c2ccc(C(=O)N3CCN(C)CC3)cc2c1C	1	3	10	0	-10	11	-8	0.0	102	-3
CC(=O)c1ccc(C(=O)N2CCCC(C(=O)c3cc(F)ccc3F)C2)s1 (centres undefined)	-2	-1	-1	-3	-2	9	-2	-1.6	94	-7
CCCN(C(=O)C1=COCCO1)c1c(N)n(Cc2ccccc2)c(=O)[nH]c1=O	2	-3	6	-3	2	-1	3	-3.5	100	-5
Cc1cc([N+](=O)[O-])ccc1NCc1ccc2ccccc2c1	-2	3	-1	-16	10	12	-8	0.7	102	-8
O=c1cc(CN2CCN(C/C=C/c3ccccc3)CC2)c2cc(O)c(-c3ccccc3)cc2o1	-7	-2	-7	0	46	2	-2	-1.2	96	-11
CCNC(=O)CCn1nc(-c2ccc(Cl)cc2)c2ccccc2c1=O	-2	3	-4	-5	-1	6	-5	-1.7	97	-4
CC[N+](C)(C)c1cccc(O)c1	-1	-3	3	1	3	11	6	-0.3	97	-5
Clc1ccc(-c2nnc(C34CC5CC(CC(C5)C3)C4)o2)cn1	0	-1	4	6	-2	11	1	0.1	88	.
COc1cc(/C=N/NC(N)=S)ccc1OCC(=O)Nc1ccc(C)cc1	0	5	-3	-1	0	2	-2	1.0	94	.
CC(C)c1ccc(NC(=O)C2C3C=CC4(CN(Cc5cccnc5)C(=O)C24)O3)cc1 (centres undefined)	0	-5	5	8	2	5	-6	-2.4	96	9
CN1CCN(C(=O)c2cc(=O)c3cc(Cl)cc(Cl)c3o2)CC1	0	8	-6	6	0	-1	0	-1.7	105	-2
CCNC(=O)C1(C)CCCN(Cc2cccc3ccccc23)C1 (centres undefined)	-4	-1	1	3	1	2	-5	-1.7	99	-5
CC1CCN(C(=O)c2ccc(NC(=O)c3cccs3)cc2)CC1	-2	0	-5	3	-2	16	-7	-2.0	53*	-4
NC(=S)c1c(Cl)cc(C(F)(F)F)cc1Cl	-1	5	-1	-6	6	20	2	-0.4	93	-4
CC(Cc1cccs1)NC(=O)Nc1ccc(Cl)cc1 (centres undefined)	-1	8	-5	-7	-6	1	-4	1.2	96	-5
COc1cc(C)c2occ(/C(C)=N\O)c2c1	0	0	-4	-4	-1	-3	-3	-1.4	91	-5
C[C@@H]1CN([C@H](C)CO)C(=O)c2c(c3ccccc3n2C)-c2ccccc2CO[C@H]1CN(C)C(=O)c1cc(Cl)cc(Cl)c1	1	0	5	0	3	-2	-5	0.2	97	-4
Clc1nc(Nc2ccccc2)nc(Nc2ccccc2)n1	3	-1	2	-6	-1	-14	0	2.8	100	-4
O=C(NCc1c[nH]c2ccccc12)c1ccccc1	1	-6	8	3	-1	-5	-1	1.7	97	-5
CCCN1CCN(CCCNC(=S)Nc2ccc(OC)cc2)CC1	-1	0	2	7	-3	13	-1	-1.4	108	-2
CC(C)N1CCN(Cc2cccn2-c2ccccn2)CC1CCO (centres undefined)	2	3	11	3	-2	-1	-3	-0.8	106	-5
O=C(CSc1ncc(-c2ccc(F)cc2)[nH]1)Nc1cccc(O)c1	1	3	-7	-6	-2	7	-6	0.7	109	.
COc1ccc(C(=O)N2CCc3ccc(NC(=O)c4ccccn4)cc3C2)cc1F	-2	-4	0	3	14	6	1	-3.9	94	-16
CCOc1ccc(C2C(C(=O)O)CCC(=O)N2C2CCCCC2)cc1 (centres undefined)	2	-6	3	-4	-2	3	9	-1.1	95	-4
SMILES	N-glyco inh	ABHD5-PLIN5 inh	PDI inh	H9c2 protect	Granule exo inh	MC4R antagonist	m5-HT2A agonist	MC4R barr agon	ABCB6 inh MLPCN	CaV13 FRET inh
O=C(Cn1c(-c2ccccc2)noc1=O)Nc1ccc(S(=O)(=O)N2CCOCC2)cc1	-1	2	8	6	-2	16	-2	1.1	96	-4
CCN(CC(=O)Nc1c(F)cccc1F)C(=O)CN1c2cccc3cccc(c23)S1(=O)=O	1	-12	1	-2	0	15	6	-1.2	99	-6
CC1=C(C(=O)Nc2cccc(C(=O)NCC(C)c3ccccc3)c2)SCCO1 (centres undefined)	-1	-10	-8	0	25	4	1	-0.3	99	-5
C=CCn1c(C#N)c(N)sc1=N	1	-4	-2	8	-1	-4	3	-0.8	94	-2
CC(=O)c1sc(NC(=O)CCN2C(=O)c3ccccc3C2=O)nc1C	1	2	7	25	-9	6	-6	-2.7	90	-6
C[C@@H]1CN([C@@H](C)CO)C(=O)CCCn2nncc2CO[C@H]1CN(C)C(=O)Nc1ccc(-c2cccs2)cc1	-1	-5	1	3	0	8	0	0.0	101	-9
CC(C)(C)NC(=O)c1cc2c(ccc3ccccc32)oc1=O	4	-1	5	13	-13	22	1	0.0	99	-2
CCCNC(=O)c1cnc(Sc2ncc(C(F)(F)F)cc2Cl)n1C	0	-1	10	0	1	6	0	0.0	94	-5
Cc1nn(-c2ccccc2)c(C)c1NC(=O)COC(=O)CCCOc1ccccc1	0	-4	10	-1	-5	-3	0	-3.4	98	-6
COC(CNC(=O)C(=O)Nc1cc2c3c(c1)CC(=O)N3CCC2)OC	-2	0	-2	4	6	13	9	-0.6	97	-5
COCCNC(=O)c1noc2c1CCc1cc(OC)ccc1-2	-6	1	-6	-6	-3	6	0	-1.2	95	-8
Cc1ccc(S(=O)(=O)CC(=O)Nc2nc3ccc(S(N)(=O)=O)cc3s2)cc1	2	5	1	1	1	1	6	-2.7	92	-6
Cc1ccc(OCc2nc(-c3ccccc3)no2)c(C)c1	-3	-3	-1	-14	-6	3	-3	3.1	111	.
C=CCN1C=CC(=O)[C@@H](O)[C@H]1c1ccccc1Br	2	8	-9	13	-7	-3	5	-0.7	101	-2
O=C(c1[nH]c(C(F)(F)F)nc1-c1ccccc1)N1CCc2ccccc2C1	0	0	.	1	2	.	0	.	103	-6
CC(C)CC(=O)Nc1ccc(OCC(=O)O)cc1	0	4	-1	3	0	11	0	-0.2	100	-5
O=C(COc1cccnc1[N+](=O)[O-])NCCc1ccccc1	-1	0	7	25	-1	-4	-2	-1.1	97	3
C[C@H](CO)N1C[C@H](C)[C@@H](CN(C)Cc2ccc(C(=O)O)cc2)Oc2c(cccc2N(C)C)C1=O	3	3	3	0	1	-3	2	-0.8	89	-3
Clc1ccc(Oc2ncnc3oc(-c4ccccc4)cc23)cc1	3	4	-6	5	1	1	2	2.7	91	-5

Outcome played no part in choosing rows (roughly 4.2% active in at least one column).
